Screening results from PubChem.
KLK5 inh: inhibitors of human kallikrein 5 | recombinant hK5, fluorogenic AMC substrate cleavage | inhibition, % at 5 µM | actives 0.59% (n = 210,000);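 active = inhibition of 40% or more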;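 also: 0% = enzyme controls without compound and 100% = no-enzyme blanks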
Target sequence (Q9Y337 67-293 limits assumed): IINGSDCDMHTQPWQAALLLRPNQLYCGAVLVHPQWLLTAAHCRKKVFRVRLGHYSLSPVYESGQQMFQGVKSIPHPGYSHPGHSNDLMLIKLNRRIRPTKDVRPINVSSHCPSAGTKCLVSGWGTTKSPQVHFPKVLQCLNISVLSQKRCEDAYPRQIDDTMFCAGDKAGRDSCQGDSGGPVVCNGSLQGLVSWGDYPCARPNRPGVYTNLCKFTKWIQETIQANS
Cl transport mod: modulates chloride dependent transport by human KCC2; Q9H2X9; KCC2 cells, thallium flux FluoZin-2 fluorescence; B-score of Tl+ flux slope (higher = more flux/activation; lower = inhibition) at 10 µM; actives 2.2% (n = 190,000); AID 1456;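 active = thallium flux slope and its plate-corrected score both differing from the plate sample mean at a set confidence after two filtering rounds, in either direction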;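 also: slope of fluorescence scaled to starting intensity during 10 to 20 s after thallium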
FXIIa inh 1536: blocks human coagulation factor XIIa protease activity. AID 800. actives 0.3% (n = 220,000). inhibition, % at 5 µM. purified FXIIa, Boc-QGR-AMC fluorogenic substrate, 2 h. P00748; in the data active = inhibition above about 40%;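 also: 0% = enzyme with no compound and 100% = blank without enzyme; many of its hits are not listed in these tables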
Target sequence (P00748 20-372 limits assumed): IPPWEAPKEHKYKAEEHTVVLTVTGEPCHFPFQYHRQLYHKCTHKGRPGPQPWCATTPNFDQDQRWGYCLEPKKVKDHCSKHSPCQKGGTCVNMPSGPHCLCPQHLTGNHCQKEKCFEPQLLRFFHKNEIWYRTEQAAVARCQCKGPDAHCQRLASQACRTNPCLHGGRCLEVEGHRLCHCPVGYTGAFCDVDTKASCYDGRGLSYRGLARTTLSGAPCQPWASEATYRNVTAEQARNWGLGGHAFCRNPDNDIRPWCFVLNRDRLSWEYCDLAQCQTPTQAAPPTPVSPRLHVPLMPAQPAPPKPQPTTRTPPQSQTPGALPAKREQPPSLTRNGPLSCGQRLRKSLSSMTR
Target sequence (P00748 373-615 limits assumed): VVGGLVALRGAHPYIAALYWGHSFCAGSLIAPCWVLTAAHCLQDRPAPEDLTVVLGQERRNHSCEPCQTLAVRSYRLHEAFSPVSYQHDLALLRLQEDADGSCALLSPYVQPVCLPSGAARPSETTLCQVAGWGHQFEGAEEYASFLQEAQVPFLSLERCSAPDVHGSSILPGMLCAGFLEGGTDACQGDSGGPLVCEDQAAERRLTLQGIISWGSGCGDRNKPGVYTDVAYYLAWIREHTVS
p97 ATPase inh: inhibitors of human p97 ATPase; recombinant p97 ATPase, Kinase-Glo ATP luminescence, 3 h; P55072; inhibition, % at 8 µM; actives 0.42% (n = 220,000); in the data active = inhibition above about 15%;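 also: 0% = DMSO vehicle and 100% = wells lacking enzyme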
Wee1 degr inh: blocks degradation of human Wee1 kinase. P30291. HeLa Luc-Wee1K328M stability, luciferase luminescence; 100% = proteasome inhibitor MG132 effect. reporter increase, % at 5 µM. actives 1.2% (n = 220,000). AID 1321;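 active = activation above the mean of all tested compounds plus 3 SD, set per screening run, cut at about 8.8% in these data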;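 also: cells exposed to compound for 20 h before luminescence read; 0% = DMSO alone and 100% = MG132 at 30 µM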
Furin inhibitor: inhibitors of human furin. AID 463115. inhibition, % at 30 µM. actives 0.061% (n = 220,000). purified furin, fluorogenic substrate cleavage. P09958; in the data active = inhibition above about 25%; also: inactives centre near -15
PERK inhibitor: inhibitors of human PERK kinase; CHO PERK-DD fusion, SEAP luminescence translation reporter; AID 1416; actives 0.17% (n = 220,000); inhibition, % at 5.6 µM; Q9NZJ5;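 active = inhibition above the mean inhibition of all tested compounds plus 3 SD, set separately per screening campaign, cut at about 2.9% in these data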;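 also: PERK kinase domain activated by AP20187 dimerizer at 100 nM; 0% = DMSO with dimerizer and 100% = rapamycin at 8.4 µM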
Thrombin inh: inhibitors of human thrombin | P00734 | AID 1046 | alpha-thrombin, Boc-VPR-AMC fluorogenic substrate cleavage | actives 0.26% (n = 220,000) | inhibition, % at 5 µM;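 active = inhibition at or above 40%; inactive = inhibition below 40%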;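 also: 0% = enzyme with no compound and 100% = wells without enzyme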
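signal = AMC fluorescence, 355/460 nm | material = human alpha-thrombin enzyme | control set = enzyme without compound as high, wells lacking enzyme as low | times = reaction at room temperature | read-out basis = percent inhibition scaled between no-compound controls and no-enzyme blanks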
FXIa inh 1536: factor XIa (human) inhibition. inhibition, % at 5 µM. purified FXIa, Boc-Glu-Ala-Arg-AMC fluorogenic substrate. actives 0.14% (n = 220,000);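 active = inhibition of at least 40%; inactive = inhibition below 40%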;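 also: fluorescence of freed AMC excited at 355 nm; 0% = enzyme without compound and 100% = no enzyme blank; many of its hits are not listed in these tables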
Starred values were filed as active, the others as inactive; x = no result given; [ ] = dose if it differs, or a comment.

The first 9 records (preview)
entry	canonical_smiles	KLK5 inh	Cl transport mod	FXIIa inh 1536	p97 ATPase inh	Wee1 degr inh
1	C=CCOC(=O)C(C#N)c1nc2ccccc2nc1N1CCN(Cc2ccc3c(c2)OCO3)CC1 (stereo not drawn)	14	-0.25	12	3	0
2	CCOc1cc(NC(=S)NCCCN(C)C)c(OCC)cc1NC(=O)C1CC1	0	-0.0068	6	1	-3
3	CCOc1ccc(-c2nc(-c3cccs3)c(CC(=O)O)s2)cc1OC	-5	-3.1*	0	1	-1
4	COC(=O)Cn1c(=NC(=O)c2sc3ccccc3c2Cl)sc2cc(S(N)(=O)=O)ccc21	-19	0.74	3	-2	3
5	O=C(NN1CCCCC1)c1cnn2c(C(F)F)cc(-c3ccccc3)nc12	-3	-0.71	8	0	-3
6	CC(=O)Nc1nc2nc(-c3ccccc3)cc(-c3ccccc3)n2n1	-23	x	5	6	1
7	O=C(Cc1ccccc1)NCC(=O)OCC(=O)c1ccc(Cl)c([N+](=O)[O-])c1	-2	0.43	11	7	-2
8	CC(C)(C)SCCNC(=O)c1ccc(Cl)c([N+](=O)[O-])c1	-10	-0.58	6	3	-2
9	O=C(CSc1nccn1-c1ccc(Cl)cc1)Nc1ccc2c(c1)OCO2	-26	x	4	1	3

entry	Furin inhibitor	PERK inhibitor	Thrombin inh	FXIa inh 1536
1	-6	0.0	1	2
2	-9	0.7	-10	-1
3	8	1.3	-11	-6
4	0	0.0	-8	-4
5	-16	1.6	-4	-2
6	-22[20 µM]	0.9	1	-6
7	-16	1.3	-8	5
8	-16	0.5	-1	5
9	-27	-1.7	-3	-7

The list itself, repeating the preview:
entry	canonical_smiles	KLK5 inh	Cl transport mod	FXIIa inh 1536	p97 ATPase inh	Wee1 degr inh
1	C=CCOC(=O)C(C#N)c1nc2ccccc2nc1N1CCN(Cc2ccc3c(c2)OCO3)CC1 (stereo not drawn)	14	-0.25	12	3	0
2	CCOc1cc(NC(=S)NCCCN(C)C)c(OCC)cc1NC(=O)C1CC1	0	-0.0068	6	1	-3
3	CCOc1ccc(-c2nc(-c3cccs3)c(CC(=O)O)s2)cc1OC	-5	-3.1*	0	1	-1
4	COC(=O)Cn1c(=NC(=O)c2sc3ccccc3c2Cl)sc2cc(S(N)(=O)=O)ccc21	-19	0.74	3	-2	3
5	O=C(NN1CCCCC1)c1cnn2c(C(F)F)cc(-c3ccccc3)nc12	-3	-0.71	8	0	-3
6	CC(=O)Nc1nc2nc(-c3ccccc3)cc(-c3ccccc3)n2n1	-23	x	5	6	1
7	O=C(Cc1ccccc1)NCC(=O)OCC(=O)c1ccc(Cl)c([N+](=O)[O-])c1	-2	0.43	11	7	-2
8	CC(C)(C)SCCNC(=O)c1ccc(Cl)c([N+](=O)[O-])c1	-10	-0.58	6	3	-2
9	O=C(CSc1nccn1-c1ccc(Cl)cc1)Nc1ccc2c(c1)OCO2	-26	x	4	1	3
10	CCOC(=O)c1cnn(-c2ccc(C)cc2)c1N	-3	0.061	21	1	3
11	COc1ccc2nc(SCC(=O)Nc3nonc3C)[nH]c2c1	5	0.53	0	3	-3
12	O=C(NCCC(c1ccccc1)c1ccccc1)c1cccs1	-11	-1.4	5	-3	-2

entry	Furin inhibitor	PERK inhibitor	Thrombin inh	FXIa inh 1536
1	-6	0.0	1	2
2	-9	0.7	-10	-1
3	8	1.3	-11	-6
4	0	0.0	-8	-4
5	-16	1.6	-4	-2
6	-22[20 µM]	0.9	1	-6
7	-16	1.3	-8	5
8	-16	0.5	-1	5
9	-27	-1.7	-3	-7
10	-16[20 µM]	0.1	5	0
11	-14	0.0	10	-6
12	-14	-0.5	-5	-5

The listing continues:
entry	canonical_smiles	KLK5 inh	Cl transport mod	FXIIa inh 1536	p97 ATPase inh	Wee1 degr inh
13	COc1ccc2cc(CCC(C)=O)ccc2c1	x	-0.22	x	5	1
14	COc1ccc(/C=N/NC(=O)c2ccccc2O)cc1Cn1nnc2ccccc21	3	-0.92	2	8	-3
15	Cc1cc(C)n(-c2ncc(-c3ccccc3)nn2)n1	-11	-1	13	0	2
16	CCOc1ccc(CCNC(=O)CN2CCN(Cc3ccccc3F)C2=O)cc1OCC	4	0.48	13	0	2
17	CCOC(=O)C(NC(C)=O)(N1CCOCC1)C(F)(F)F (stereo not drawn)	-5	0.5	7	-1	-1
18	CCN(CC(=O)Nc1ccc(OC(F)F)cc1)C1CCCCC1	-2	-1	3	4	-2
19	CC(Nc1cccnc1)=C(C#N)C#N	-2	1.7	7	5	-3
20	O=C(O)C1CCCN1S(=O)(=O)c1ccc(Br)s1 (stereo not drawn) (tested in a mixture with another compound)	-13	x	30	7	0
21	Cc1ccc(NC(=O)C2CCCN2S(=O)(=O)c2cccc3cccnc23)cc1F (stereo not drawn)	2	-0.12	12	-1	-1
22	Cc1cccc(N=C2NC(=O)/C(=C3/C(=O)N(C)c4ccccc43)S2)c1C	21	-0.4	8	5	-1
23	Cc1cc(=O)nc2c3ccccc3n(C(C)C(=O)Nc3c(F)c(F)c(F)c(F)c3F)n12 (stereo not drawn)	-4	0.051	1	4	0
24	CCC1(C)CC2(CCCN(CCC(O)(c3ccccc3)c3ccccc3)C2)CCO1 (stereo not drawn)	-6	-0.65	8	-10	-4

entry	Furin inhibitor	PERK inhibitor	Thrombin inh	FXIa inh 1536
13	x	1.1	x	x
14	-22	-0.6	-6	0
15	-16	1.5	-5	3
16	5[20 µM]	0.5	2	4
17	-27	0.8	-2	-1
18	-23	1.0	-9	-2
19	-5	1.2	-17	1
20	-19	1.8	-5	24
21	-13	-0.2	-5	2
22	-22	0.3	-1	-5
23	-10	0.7	-11	0
24	-14	-1.5	-5	-1

Next entries
entry	canonical_smiles	KLK5 inh	Cl transport mod	FXIIa inh 1536	p97 ATPase inh	Wee1 degr inh
25	CC(=O)c1ccc(OCC(O)CN2CCN(c3ccccn3)CC2)cc1 (stereo not drawn)	-10	x	7	-3	3
26	C=CCN(CC=C)CCCOc1ccccc1C(=O)OC	-3	0.97	4	1	-3
27	Cc1cc(N2CCOCC2)ccc1/C=C1\NC(=O)N(Cc2ccccc2F)C1=O	-19	1.6	-1	3	2
28	Cc1ccc(-c2cc3ccccc3nc2N2CCOCC2)cc1	-11	0.5	5	-2	-1
29	c1ccc(N2CCN(c3ncccn3)CC2)cc1	-14	0.8	13	5	-2
30	CCc1ccccc1N1CSC2=C(C#N)C(c3ccccc3F)CC(=O)N2C1 (stereo not drawn)	0	x	10	11	0
31	O=C(Cc1c(Cl)cccc1Cl)OCC(=O)N1CCc2ccccc2C1	-6	-0.71	15	-3	-1
32	O=C1C2CC=CCC2C(=O)N1c1ccc(NCCc2ccccc2F)c([N+](=O)[O-])c1 (stereo not drawn)	-11	-0.81	29	1	3
33	C=CCN1C=C2C(=O)C(C)(OC(=O)CCC(=O)OC)C(=O)C=C2C=C1C1CC1 (stereo not drawn)	0	0.33	2	x	x
34	O=S(=O)(c1ccccc1)N1CCn2c(nc3ccccc32)C1	1	x	8	-5	-2
35	CN(C)S(=O)(=O)c1cccc(NC(=O)CCNC(=O)c2ccccc2Cl)c1	-7	1	6	1	0
36	CCO[C@H]1OC(C(=O)N2CCOCC2)=C[C@@H](c2cn(C(C)=O)c3ccccc23)[C@@H]1CCCO	2	-0.25	7	1	-2

entry	Furin inhibitor	PERK inhibitor	Thrombin inh	FXIa inh 1536
25	-7	0.5	1	-7
26	-24	0.6	-8	-3
27	-31	0.3	3	-5
28	-18	-0.7	-3	1
29	-16[20 µM]	1.3	3	4
30	-8	1.3	-1	4
31	-13	0.2	-5	6
32	-23	2.5	-2	26
33	4	x	-3	0
34	-15	-0.6	1	1
35	-15	0.3	5	9
36	-29	1.6	2	1

(cont.)
entry	canonical_smiles	KLK5 inh	Cl transport mod	FXIIa inh 1536	p97 ATPase inh	Wee1 degr inh
37	Cc1ccc(Sc2ccc(/C=N/O)cc2[N+](=O)[O-])cc1	-14	-0.28	-5	2	-3
38	Cc1nc(Nc2ccccc2)sc1-c1ccccc1	-6	0.64	12	1	3
39	COc1cccc(NC(=O)CC(C)=O)c1	-14	-0.047	8	5	0
40	CCCCC1=CC2=CC(=O)C(C)(OC(=O)CC)C(=O)C2=CN1CCOC (stereo not drawn)	1	0.0018	10	x	x
41	CC(NS(=O)(=O)c1ccc(Br)cc1)C(=O)NCc1ccco1 (stereo not drawn)	25	-0.34	22	-4	2
42	CN(c1ccc(C(=O)N2CCN(Cc3ccc4c(c3)OCO4)CC2)cc1)S(C)(=O)=O	3	0.16	9	8	-1
43	COc1ccc(C(c2nnnn2C2CCCCC2)N2CCN(c3ccccc3)CC2)cc1 (stereo not drawn)	x	-1.3	x	-9	3
44	Cc1cccc(Oc2ncnc3oc(-c4ccccc4)cc23)c1C	-21	x	0	1	-1
45	OCCOCCN1CCN(C2=Nc3ccccc3Sc3ccccc32)CC1	x	-2.1	x	6	-1
46	Cn1cccc1Cc1nnc(SCC(=O)Nc2ccc3c(c2)OCO3)n1CCc1ccccc1	-5	-0.54	9	3	-1
47	COc1ccc2c(c1)c(C(O)CN1CCC(Cc3ccccc3)CC1)c(C)n2C (stereo not drawn)	-3	0.032	-2	1	-1
48	CCNc1ccc(C(=O)OCC(=O)NC(=O)NCC(C)C)cc1[N+](=O)[O-]	-18	-0.33	-4	1	0

entry	Furin inhibitor	PERK inhibitor	Thrombin inh	FXIa inh 1536
37	-3[20 µM]	-0.3	32	-14
38	-5	0.6	-6	2
39	-15	1.0	-7	7
40	-7	x	0	3
41	-7	-0.2	2	21
42	-30	0.9	-5	0
43	-21	-1.7	x	x
44	-21[20 µM]	0.8	4	-3
45	x	0.8	x	x
46	-15	-0.3	-3	0
47	-26[20 µM]	-0.7	-4	-3
48	-31	1.0	2	-3

New compounds follow
entry	canonical_smiles	KLK5 inh	Cl transport mod	FXIIa inh 1536	p97 ATPase inh	Wee1 degr inh
49	CCCNC(=O)CN(c1ccccc1)S(=O)(=O)c1ccc(OC)c(OC)c1	-3	0.0098	11	2	3
50	Cc1ccc(NC(=S)Nc2cccnc2)c(S(=O)(=O)N2CCCCC2)c1	7	-0.52	7	3	-3
51	COc1ccc(CNC(=O)C2COc3ccccc3O2)c(OC)c1 (stereo not drawn)	0	x	1	4	0
52	Cc1[nH]c2ccccc2c1C(=O)C(=O)N1CCN(C(=O)c2ccco2)CC1	-10	0.13	-1	3	-2
53	COc1ccccc1NC(=S)c1ccccc1	-17	-0.84	0	0	-1
54	O=C(O)/C=C\C(=O)Nc1ccc(Oc2ccccc2)cc1	9	-0.072	4	11	-1
55	Cc1onc(-c2ccccc2)c1C(=O)N/N=C/c1cccc(O)c1	-4	-0.42	-4	-8	0
56	COc1ccc(N(C(=O)c2ccco2)C(C(=O)NC2CCCC2)c2ccc(N(C)C)cc2)cc1OC (stereo not drawn)	7	0.4	-1	-2	-4
57	CCOC(=O)CCC(=O)Nc1cccc([N+](=O)[O-])c1	-10	0.68	30	-7	-2

entry	Furin inhibitor	PERK inhibitor	Thrombin inh	FXIa inh 1536
49	-6[20 µM]	-0.5	2	8
50	-27	0.3	-3	13
51	-24	-0.8	-5	-8
52	-10	0.5	-23	-11
53	0	0.4	-9	-2
54	-7	0.7	-4	5
55	-9	0.2	-12	-14
56	-24[20 µM]	-0.9	-7	-8
57	-18	0.8	-5	5

Hits appear at their usual frequency; overall some 4.4% were active at least once.
